Compound activity as filed in PubChem BioAssay.
hIAP activ: human IAP activators, primary screen, biochemical, luminescence, uHTS; purified human IAP, CDP-Star luminescence, 30 min; stronger effect = higher value; 1 = vehicle-only enzyme, 0 = enzyme-free background; activation factor at 10 µM; actives 0.16% (n = 330,000);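 active means activation factor of the enzyme at least 2-fold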; further: the source names both 10 and 20 µM as test concentration; values of inactives mirror those of a sister screen read the other way
Target sequence (P09923 whole entry, looked up): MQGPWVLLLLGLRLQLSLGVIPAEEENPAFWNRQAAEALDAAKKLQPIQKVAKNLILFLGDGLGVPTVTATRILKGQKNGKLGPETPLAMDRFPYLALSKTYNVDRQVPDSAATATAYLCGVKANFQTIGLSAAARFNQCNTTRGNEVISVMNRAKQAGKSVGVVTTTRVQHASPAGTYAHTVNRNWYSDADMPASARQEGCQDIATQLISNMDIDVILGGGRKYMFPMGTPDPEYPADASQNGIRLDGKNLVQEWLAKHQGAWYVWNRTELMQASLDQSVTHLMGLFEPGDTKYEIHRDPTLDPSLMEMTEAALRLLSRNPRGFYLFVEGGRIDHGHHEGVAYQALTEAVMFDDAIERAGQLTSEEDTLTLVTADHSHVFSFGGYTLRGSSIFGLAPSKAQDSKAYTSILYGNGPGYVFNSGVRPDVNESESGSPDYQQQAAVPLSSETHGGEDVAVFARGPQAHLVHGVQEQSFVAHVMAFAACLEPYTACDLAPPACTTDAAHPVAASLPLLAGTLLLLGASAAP
ATG4B inhibitor: ATG4B protease inhibitors, primary screen, biochemical, fluorescence, uHTS | ATG4B cleavage of LC3-PLA2, NBD-HPC fluorescence, 1 h | AID 504462, 2011 | inhibition, % at 8.33 µM | Cysteine protease ATG4B (Homo sapiens), Q9Y4P1 | actives 0.51% (n = 340,000); in the data active means inhibition above about 40%
Target sequence (Q9Y4P1 whole entry, looked up): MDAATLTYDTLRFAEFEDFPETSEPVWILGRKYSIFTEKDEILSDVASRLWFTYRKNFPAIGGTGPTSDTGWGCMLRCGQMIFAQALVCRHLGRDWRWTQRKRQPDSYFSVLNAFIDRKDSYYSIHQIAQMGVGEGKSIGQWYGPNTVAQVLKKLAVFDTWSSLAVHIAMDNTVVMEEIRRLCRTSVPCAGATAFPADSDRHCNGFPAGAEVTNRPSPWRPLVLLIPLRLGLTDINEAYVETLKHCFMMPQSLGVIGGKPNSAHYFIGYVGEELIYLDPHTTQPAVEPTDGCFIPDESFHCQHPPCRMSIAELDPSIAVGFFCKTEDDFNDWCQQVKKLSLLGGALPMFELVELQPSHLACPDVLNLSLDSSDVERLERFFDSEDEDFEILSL
APOBEC3A inh: APOBEC3A ssDNA deaminase inhibitors, primary screen, selectivity assay for APOBEC3G inhibitor project, biochemical, FAM/TAMRA oligo cleavage fluorescence | inhibition, % at 20 µM | recombinant A3A, FAM/TAMRA ssDNA deamination fluorescence | actives 0.41% (n = 330,000) | DNA dC->dU-editing enzyme APOBEC-3A (Homo sapiens), P31941;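 active means at least 40% inhibition at 20 µM here, with at most 30% in a related deaminase screen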;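 further: plate controls were A3A with DMSO for no effect and wells lacking A3A enzyme for full effect; some results filed as inactive read as strong as hits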
mIAP act: activators of mouse IAP, primary screen, biochemical, luminescence, uHTS. muIAP, CDP-Star luminescence, 30 min; stronger effect = higher value; 1 = vehicle-only enzyme signal, 0 = enzyme-free wells. activation factor at 10 µM. actives 0.24% (n = 330,000). AID 2805, 2010;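 active means activation factor of at least 2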; further: the source names both 10 and 20 µM as test concentration; values of inactives mirror those of a sister screen read the other way
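System: Mouse IAP enzyme | Also added: CDP-Star substrate | Dosing: Compounds dispensed in DMSO | Schedule: 30 min enzyme-substrate-compound incubation at room temperature | Technique: Chemiluminescence readout | Control set: DMSO-only wells and no-enzyme negative control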
hIAP block: human IAP inhibitors, primary screen, biochemical, luminescence, uHTS; Intestinal-type alkaline phosphatase (Homo sapiens), P09923; purified IAP, CDP-Star luminescence, 30 min; inhibition, % at 10 µM; actives 0.12% (n = 330,000); AID 2544, 2010;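 active means inhibition reaching a set limit with compound at 10 µM in the primary screen, cut at about 35% in these data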;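 further: plate controls were DMSO wells with enzyme for no effect and no-enzyme buffer wells for full effect; values of inactives mirror those of a sister screen read the other way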
HKDC1 inh: HKDC1 hexokinase inhibitors, primary screen, biochemical, fluorescence, uHTS; inhibition, % at 20 µM; Q2TB90; actives 0.16% (n = 340,000); recombinant HKDC1, G6PDH/diaphorase resazurin coupled fluorescence;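 active means inhibition above about 35% when tested at 20 µM, limit read from the data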;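 further: plate controls were DMSO wells with enzyme for no effect and DMSO wells lacking enzyme for full effect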
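Test system: recombinant HKDC1 (HK5) hexokinase enzyme, produced in-house; Amount: enzyme 5 µg/mL final; Buffer or medium: Tris pH 8.0 buffer with MgCl2, Tween-20, BSA, BME; Reagent: glucose and ATP substrates; Doses: 20 µM test compound, 1% DMSO; Incubation: 90 min reaction incubation at room temperature, dark; Detection: resorufin fluorescence at 613 nm.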
mIAP block: inhibitors of mouse IAP, primary screen, biochemical, luminescence, uHTS | intestinal alkaline phosphatase [Mus musculus] | purified mouse IAP, CDP-Star luminescence, 30 min | inhibition, % at 10 µM | actives 0.2% (n = 330,000) | AID 2806, 2010;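 active means inhibition of at least 40% at 10 µM in the primary screen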;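 further: plate controls were DMSO with enzyme for no effect and no enzyme wells for full effect; values of inactives mirror those of a sister screen read the other way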
PfGluPho inh: PfG6PD enzyme inhibitors, primary screen, biochemical, fluorescence intensity, uHTS. actives 0.78% (n = 350,000). AID 504690, 2011. glucose-6-phosphate dehydrogenase-6-phosphogluconolactonase (Plasmodium falciparum 3D7). inhibition, % at 20 µM. PfGluPho enzyme, NADPH resazurin-diaphorase fluorescence;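 active means inhibition reaching at least a set limit at 20 µM in the primary screen, cut at about 59% in these data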;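 further: 0% = DMSO wells with substrate and 100% = DMSO wells lacking glucose-6-phosphate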
* hit, by the source's call; x = not tested or not shown.

hIAP activ | ATG4B inhibitor | APOBEC3A inh | mIAP act | hIAP block | HKDC1 inh | mIAP block | PfGluPho inh | molecule
0.94 | -3 | 0 | 1 | 6 | 3 | 0 | -12 | CN(c1ccccc1)c1nccc(=O)[nH]1
1 | -2 | -4 | 1 | -1 | -4 | -5 | -2 | CC1CCN(CCC(=O)N/N=C/c2ccc([N+](=O)[O-])cc2)CC1
0.91 | -5 | -1 | 0.97 | 9 | 3 | 3 | 5 | O=C(COC(=O)CSCC(=O)N1CCCCC1)NCc1ccc(F)cc1
0.92 | -11 | -4 | 1.1 | 8 | -6 | -5 | 1 | CC(=O)N1CCN(C(=O)c2cc3ccccc3o2)CC1
0.75 | 0 | 4 | 0.96 | 25 | 1 | 4 | -1 | COc1ccc(-c2nc(N)nc(C(F)(F)F)c2-c2csc(C)n2)c(O)c1
0.87 | -6 | -2 | 1.1 | 13 | 1 | -6 | -12 | CCN(CC)C(=S)Oc1c(Cl)cccc1Cl
1.2 | -2 | -3 | 0.99 | -23 | -4 | 1 | -1 | COc1cccc(C(=O)NCCS(=O)(=O)N2CCN(C(=O)c3ccco3)CC2)c1
1.1 | 1 | -5 | 1 | -9 | -7 | -1 | -7 | C=CCN(CC(=O)NCc1ccccc1)C(=O)c1csnn1
0.82 | -8 | -1 | 0.94 | 18 | 0 | 6 | 4 | Cc1ccc(NS(=O)(=O)c2cccc(C(=O)Nc3cccnc3)c2)c(C)c1
1.1 | -4 | 5 | 1.3 | -11 | 14 | -27 | -7 | CC1(C)Cc2c(sc3c2c(=N)n(Cc2ccco2)c(=O)n3CC(=O)Nc2ccccc2)CO1
0.89 | 0 | -3 | 1 | 12 | -9 | -1 | -11 | COc1ccc(CNc2nc3nc(C)cc(C)n3n2)cc1
0.88 | -13 | -5 | 0.98 | 12 | -5 | 2 | 1 | Cc1ccc2cc(C#N)c(NCCNC(=O)C3CC3)nc2c1C
1.1 | -2 | -3 | 0.99 | -5 | -5 | 1 | 7 | CCOC(=O)CN(C(=O)CCC(=O)Nc1cc(C)on1)C(C(=O)NC1CCCC1)c1cccnc1 (stereo not given)
1.1 | 11 | -2 | 0.94 | -11 | -4 | 6 | -15 | Cc1cccc(N2CCN(C(=O)c3c(C)nn(Cc4ccccc4Cl)c3C)CC2)c1C
0.95 | -7 | -2 | 0.93 | 5 | 1 | 7 | 10 | Cc1ccc(-n2c3c(cc(C(=O)N4CCN(C)CC4)c2=O)C(=O)CC(C)(C)C3)cc1
1.1 | -6 | 2 | 1 | -7 | -8 | 0 | -2 | O=S(=O)(c1ccc(F)cc1)N1CCC2(CC1)OCCO2

11 successive compounds from above, for reference:
hIAP activ | ATG4B inhibitor | APOBEC3A inh | mIAP act | hIAP block | HKDC1 inh | mIAP block | PfGluPho inh | molecule
0.91 | -5 | -1 | 0.97 | 9 | 3 | 3 | 5 | O=C(COC(=O)CSCC(=O)N1CCCCC1)NCc1ccc(F)cc1
0.92 | -11 | -4 | 1.1 | 8 | -6 | -5 | 1 | CC(=O)N1CCN(C(=O)c2cc3ccccc3o2)CC1
0.75 | 0 | 4 | 0.96 | 25 | 1 | 4 | -1 | COc1ccc(-c2nc(N)nc(C(F)(F)F)c2-c2csc(C)n2)c(O)c1
0.87 | -6 | -2 | 1.1 | 13 | 1 | -6 | -12 | CCN(CC)C(=S)Oc1c(Cl)cccc1Cl
1.2 | -2 | -3 | 0.99 | -23 | -4 | 1 | -1 | COc1cccc(C(=O)NCCS(=O)(=O)N2CCN(C(=O)c3ccco3)CC2)c1
1.1 | 1 | -5 | 1 | -9 | -7 | -1 | -7 | C=CCN(CC(=O)NCc1ccccc1)C(=O)c1csnn1
0.82 | -8 | -1 | 0.94 | 18 | 0 | 6 | 4 | Cc1ccc(NS(=O)(=O)c2cccc(C(=O)Nc3cccnc3)c2)c(C)c1
1.1 | -4 | 5 | 1.3 | -11 | 14 | -27 | -7 | CC1(C)Cc2c(sc3c2c(=N)n(Cc2ccco2)c(=O)n3CC(=O)Nc2ccccc2)CO1
0.89 | 0 | -3 | 1 | 12 | -9 | -1 | -11 | COc1ccc(CNc2nc3nc(C)cc(C)n3n2)cc1
0.88 | -13 | -5 | 0.98 | 12 | -5 | 2 | 1 | Cc1ccc2cc(C#N)c(NCCNC(=O)C3CC3)nc2c1C
1.1 | -2 | -3 | 0.99 | -5 | -5 | 1 | 7 | CCOC(=O)CN(C(=O)CCC(=O)Nc1cc(C)on1)C(C(=O)NC1CCCC1)c1cccnc1 (stereo not given)

(list continues)
hIAP activ | ATG4B inhibitor | APOBEC3A inh | mIAP act | hIAP block | HKDC1 inh | mIAP block | PfGluPho inh | molecule
1.2 | 6 | 4 | 1 | -21 | 2 | -1 | -12 | Cc1cc(C)cc(-n2ncc3c2CCCC3NC(=O)c2cc(C)n(C)n2)c1 (stereo not given)
0.83 | -4 | -2 | 0.93 | 17 | -9 | 7 | 41 | COc1ccc(C(=O)NCCNc2ccccc2[N+](=O)[O-])cc1
0.99 | x | 5 | 0.98 | 1 | x | 2 | x | CCCCn1nnc(NC(=O)c2ccc(-c3cccc([N+](=O)[O-])c3)o2)n1
1.4 | 2 | -4 | 1.1 | -43 | -2 | -13 | -10 | O=C(CN(Cc1ccc(Br)cc1)S(=O)(=O)c1ccccc1)NCC1CCCO1 (stereo not given)
1 | -4 | -4 | 1.1 | -4 | -6 | -9 | 24 | CCOC(=O)C(NC(=O)c1ccccc1Cl)(Nc1ccc(C)c(C)c1)C(F)(F)F (stereo not given)
0.89 | 10 | 0 | 0.92 | 11 | -7 | 8 | -38 | CCOC(=O)c1c(NC(=O)C(=O)N/N=C/c2ccccc2O)sc2c1CCCCC2
1.3 | 0 | -2 | 0.97 | -27 | -3 | 3 | 6 | CCOc1ccc(CN2CCN(Cc3ccc4cc(F)ccc4n3)CC2CCO)cc1 (stereo not given)
1.1 | 3 | -1 | 0.94 | -7 | -2 | 6 | 4 | CN(C)C(=O)C(=O)c1c(-c2ccccc2)cc2ccccn12
0.75 | -3 | 0 | 1 | 25 | 4 | -2 | 2 | O=C(NCCc1ccc(Cl)cc1Cl)c1cncc(Br)c1
0.95 | 4 | -5 | 0.83 | 5 | 0 | 17 | 7 | S=c1[nH]nc(C2CCCCC2)n1/N=C/c1cccc(Br)c1
0.9 | 1 | -1 | 0.95 | 10 | -5 | 5 | 19 | O=c1c2ccccc2nc(/C=C/c2c[nH]c3ccccc23)n1CCO
0.91 | 7 | 3 | 1.1 | 9 | 9 | -6 | -5 | N#Cc1c(-c2ccccc2F)cc(C2CC2)nc1SCC(=O)c1cccs1
1 | -3 | -4 | 0.95 | -2 | -8 | 5 | 1 | CN1N=C(/C=C/c2ccccc2)CCC1=O
0.97 | -6 | 0 | 0.96 | 3 | 1 | 4 | 5 | O=C(CN1C(=O)NC2(CCCC2)C1=O)Nc1ccc(Cl)c(C(F)(F)F)c1
1.1 | 2 | -10 | 1.4 | -11 | -5 | -45 | 2 | Cc1cccc(C(CC(=O)NCCc2ccccc2)c2ccccc2)c1O (stereo not given)
1.1 | -3 | 0 | 1.1 | -14 | -4 | -8 | 1 | COc1ccc(CNS(=O)(=O)c2ccc(-c3cc(C)no3)cc2)cc1
1.1 | 15 | -3 | 0.95 | -10 | 2 | 5 | -8 | Cc1ccc(OCc2cc(C(=O)N3CCN(C)C[C@@H]3c3ccccc3)no2)cc1C
0.92 | -5 | 5 | 0.99 | 8 | -6 | 1 | -15 | COCCCNC(=O)c1cc2cc(Br)ccc2oc1=O
0.92 | -7 | 1 | 0.95 | 8 | -1 | 5 | 14 | Cc1ccc(S(=O)(=O)N/N=C\c2cn(-c3ccccc3)nc2-c2ccccc2)cc1
0.98 | -1 | -5 | 0.92 | 2 | -1 | 8 | -21 | Cc1ccc(S(=O)(=O)NNC(=O)CCC(=O)Nc2ccc(C)cc2C)cc1
1 | -5 | 1 | 1.1 | -4 | -2 | -6 | 26 | COc1ccc(N(C(=O)Cc2cccs2)C(C(=O)NC2CCCC2)c2ccncc2)cc1OC (stereo not given)
0.84 | 25 | -5 | 0.98 | 16 | 18 | 2 | 39 | Cc1ccc(Nc2cc(C)nc(NCc3ccccc3)n2)cc1
0.89 | -15 | 5 | 1.1 | 11 | 0 | -10 | -7 | O=C(CN1C(=O)NC2(CCCCCCC2)C1=O)Nc1ccc(Br)cc1
0.86 | -5 | -4 | 0.91 | 14 | -2 | 9 | 18 | CC(C)n1ncc2c(C(=O)NCCOc3ccccc3F)cc(C3CC3)nc21
1.1 | 2 | -3 | 0.95 | -7 | 3 | 4 | 3 | CCC(C)NC(=O)c1cc(-c2ccc(OC)cc2)on1 (stereo not given)
0.95 | -2 | 1 | 1.1 | 5 | 8 | -9 | 15 | Cc1cc(Cl)ccc1OC(C)C(=O)OCC(=O)c1ccc[nH]1 (stereo not given)
0.9 | 2 | -5 | 0.97 | 10 | -5 | 3 | -18 | CCn1ccnc1C(O)c1cccc(OC)c1OC (stereo not given)
0.95 | -5 | -3 | 0.95 | 5 | 3 | 5 | -9 | O=C1CS/C(=C/C(=O)c2ccccc2)N1
1 | -7 | -3 | 1 | -2 | -5 | 0 | 4 | CC(=O)c1cn(CC(=O)Nc2ccccc2C)c2ccccc12
0.98 | 10 | 0 | 1.1 | 2 | -4 | -8 | -6 | Cc1nn(C)cc1CN(C)Cc1c(C(=O)N(C)Cc2ccccc2)nc2ccccn12
1.4 | 3 | -1 | 1.1 | -36 | -8 | -9 | 9 | O=C(Nc1ccc(Cl)cc1)OCc1cncs1
1.2 | 5 | -2 | 1 | -19 | 2 | -1 | -12 | CC(=O)NCCCOc1ccc([N+](=O)[O-])cc1Cl
1.1 | -3 | -6 | 0.86 | -10 | -4 | 14 | -1 | O=C(OCc1c(F)cccc1Cl)c1cc([N+](=O)[O-])ccc1N1CCOCC1
0.85 | 20 | 0 | 0.92 | 15 | 8 | 8 | -14 | O=c1c2ccccc2nc(-c2ccco2)n1Cc1ccccc1
1 | -10 | -3 | 1.1 | -2 | 4 | -9 | -13 | C=CCN(C(=O)CC(NC(C)=O)c1ccccc1)c1nc(-c2ccc(S(C)(=O)=O)cc2)cs1 (stereo not given)
0.93 | 10 | 1 | 0.97 | 7 | 16 | 3 | -32 | Cc1ccc(-n2c(SCC(N)=O)nc3c(c2=O)C2(CCCC2)Cc2ccccc2-3)cc1
1.1 | -3 | -5 | 1 | -13 | -4 | -2 | -1 | CCOC(=O)c1nnsc1-c1ccc(-c2snnc2C(=O)OCC)cc1
0.97 | -7 | -3 | 1 | 3 | -6 | -4 | 0 | COc1ccc(NC(=O)CN(C)S(=O)(=O)c2ccccc2)c([N+](=O)[O-])c1
0.81 | 0 | 2 | 1 | 19 | 5 | -4 | -3 | CCCCNC(=O)CCCn1c(=O)[nH]c2ccc(Br)cc2c1=O
